TrxR1 substrate: rat thioredoxin reductase 1 substrate activity | O89049 | purified TrxR1 substrate turnover, NADPH consumption readout | Potency, µM (series often up to 114 µM), for inactives: at the highest dose activity change, negative = substrate turnover | 390,000 tested, 0.01% active; also: potency is read from the fitted curve at half-maximal effect; % is scaled to controls: 0 for no effect and ±100 for the full control effect; nearly all actives have a fitted effect of over 50% in size
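Rat TrxR1, dispensed at 90 nM, was prereduced with 400 uM NADPH (final) for 5 min at ~22 deg C, then incubated with compound 15 min before 400 uM selenite. A first-read NADPH fluorescence drop versus no-compound background flagged substrates.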
Pin1 inh: human Pin1 inhibition. Potency, µM (highest dose often 115 µM), for the others: at the highest dose activity, negative = inhibition, usual class: inhibitors. 390,000 tested, 0.009% active. Q13526. Pin1 FP peptide displacement, HiFluor488, 10 min; active = well fitted inhibition curve with a large enough effect in the polarisation, with a control signal flat, not every such curve was filed as active; inconclusive = small, poorly fitted or top-dose-only effect, or effect the other way, or a change in a side signal; inactive = no such curve, though single readings can be large or run the other way; the % refers to the polarisation; also: potency is read from the fitted curve at half-maximal effect; % is scaled to controls: 0 for no effect and ±100 for the full control effect
Target sequence (Q13526 whole entry, looked up): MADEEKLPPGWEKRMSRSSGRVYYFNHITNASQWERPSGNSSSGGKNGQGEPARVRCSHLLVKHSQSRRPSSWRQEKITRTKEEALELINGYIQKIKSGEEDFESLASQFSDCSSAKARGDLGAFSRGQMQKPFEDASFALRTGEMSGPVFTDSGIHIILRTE
IDH1 R132H inh: human IDH1 R132H inhibition | AID 602179 | Potency, µM (series often up to 76.6 µM), without a hit: top-dose activity change, negative = inhibition, hits mostly inhibitors | IDH1-R132H enzyme, NADPH consumption, diaphorase/resazurin fluorescence | O75874 | 390,000 tested, 0.093% active; also: potency is read from the fitted curve at half-maximal effect; % is scaled to controls: 0 for no effect and ±100 for the full control effect; nearly all actives have a fitted effect of over 65% in size
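IDH1-R132H (0.5 ug/mL dispensed) in pH 7.5 Tris buffer was preincubated 30 min with compound, then given a substrate mix of 0.016 mM NADPH and 2 mM alpha-KG for 80 min at room temperature; remaining NADPH was read by diaphorase/resazurin fluorescence.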
TrxR1 inh: blocks rat thioredoxin reductase 1 | O89049 | 390,000 tested, 1% active | recombinant rTrxR1, NADPH fluorescence consumption, selenite substrate | Potency, µM (titrated, usually from 114 µM), for the others: at the highest dose activity change, negative = inhibition, actives largely listed as inhibitors; also: potency is read from the fitted curve at half-maximal effect; % is scaled to controls: 0 for no effect and ±100 for the full control effect; nearly all actives have a fitted effect of over 65% in size
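Rat TrxR1 (90 nM in the dispensed reagent) was pre-reduced with 400 uM NADPH for 5 min at room temperature, then incubated with compound for 15 min. After 400 uM selenite was added, NADPH fluorescence (Ex 340/Em 450 nm) was followed for 8 min.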
USP1-UAF1 inh: inhibitors of human USP1/UAF1 deubiquitinase; 390,000 tested, 0.23% active; O94782; Potency, µM (doses to about 57.1 µM), without a hit: top-dose activity change, negative = inhibition, most hits filed as inhibitors; recombinant USP1/UAF1, Ub-Rhodamine cleavage fluorescence; also: potency is read from the fitted curve at half-maximal effect; % is scaled to controls: 0 for no effect and ±100 for the full control effect; nearly all actives have a fitted effect of over 60% in size; inactives centre near -12
Target sequence (O94782 whole entry, looked up): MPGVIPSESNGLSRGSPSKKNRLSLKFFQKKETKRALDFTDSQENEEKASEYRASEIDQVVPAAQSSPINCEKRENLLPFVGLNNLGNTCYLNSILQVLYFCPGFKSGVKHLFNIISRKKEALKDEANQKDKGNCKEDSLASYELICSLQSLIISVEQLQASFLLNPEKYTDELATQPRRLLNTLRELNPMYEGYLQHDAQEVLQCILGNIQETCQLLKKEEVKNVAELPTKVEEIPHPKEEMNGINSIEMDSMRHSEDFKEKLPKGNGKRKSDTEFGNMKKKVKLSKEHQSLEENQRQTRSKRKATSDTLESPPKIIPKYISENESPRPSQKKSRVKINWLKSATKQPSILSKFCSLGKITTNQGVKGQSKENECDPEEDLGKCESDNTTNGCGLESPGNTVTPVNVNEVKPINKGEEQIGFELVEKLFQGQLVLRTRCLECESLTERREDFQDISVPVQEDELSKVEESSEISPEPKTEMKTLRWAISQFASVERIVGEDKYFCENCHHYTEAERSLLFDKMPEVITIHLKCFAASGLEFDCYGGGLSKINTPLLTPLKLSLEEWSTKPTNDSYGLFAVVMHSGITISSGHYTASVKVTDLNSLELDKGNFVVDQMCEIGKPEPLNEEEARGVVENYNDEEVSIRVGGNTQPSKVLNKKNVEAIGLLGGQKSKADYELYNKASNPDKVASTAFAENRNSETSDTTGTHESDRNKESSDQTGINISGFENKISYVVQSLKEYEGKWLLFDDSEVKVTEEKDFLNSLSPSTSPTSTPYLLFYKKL
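In this screen, compounds sit with the deubiquitinase complex (1nM) for 15 min at room temperature before Ub-Rho is added at 150nM final. Fluorescence rise is then followed for 6 reads every 60 seconds.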
TRHR PAM: allosterically enhances the human TRH receptor; P34981; TRHR cells, fluo-8 calcium fluorescence, EC20 TRH enhancement; enhancement, % at 2 µM; 360,000 tested, 0.66% active; AID 493056; in the data active = enhancement above about 30%; also: 0% is about no effect
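Enhancer read-out: after compound pinning and an initial kinetic agonist-mode read, an EC20 of TRH (10 nM final) was injected and fluo-8 calcium signal (Ex 480/Em 530) followed at 1 s/cycle for 100 cycles in TRHR-expressing cells.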
TRHR ag: TRH receptor (human) agonism; P34981; TRHR cells, calcium flux fluo-8, FDSS agonist mode; activation, % at 2 µM; 360,000 tested, 0.18% active; AID 493084; in the data active = activation above about 30%; also: 0% is about no effect
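TRHR-expressing cells loaded with fluo-8 calcium dye; 23 nL library compound pin-transferred, kinetic FDSS fluorescence (Ex 480/Em 530) recorded about 180 s for agonist-induced calcium release, before a 10 nM TRH EC20 addition for potentiator mode.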
D2 antagonist: antagonizes the human D2 dopamine receptor; HEK293 TREx D2 cells, calcium flux, dopamine EC80; inhibition, % at 10 µM; 340,000 tested, 2% active; AID 485344; in the data active = inhibition above about 30%; also: 0% is about no effect
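In this primary screen, negative modulation is detected by tracking calcium flux after an EC80 dopamine challenge in inducible HEK293 T-REx D2 cells preexposed to test compound for 180 s.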
D2 ag: D2 dopamine receptor (human) agonism; P14416; activation, % at 2 µM; 340,000 tested, 0.53% active; HEK293 T-REx D2 cells, calcium flux agonist mode;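 active = activation over 3 SD above normal in the single-dose calcium agonist read, cut at about 30% in these data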; also: 0% is about no effect
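In this primary screen, compounds producing a positive calcium signal within 180 s of addition to tetracycline-induced, force-coupled HEK293 Trex D2 cells are flagged; cells are dye-loaded with a no-wash calcium kit beforehand.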
Numbers without * were called inactive; ? = inconclusive; . = not tested or not shown; [ ] = remark or other dose. Unless noted, calls follow the shape of the dose curve; as a rule, active = well fitted inhibition curve with a large enough effect; inconclusive = small, poorly fitted or top-dose-only effect; inactive = no such curve, though single readings can be large or run the other way. A portion of the library; rates above refer to the full screens.

1: Cc1c(Cl)c(-c2n[nH]c(=S)n2CC(C)C)nn1C
2: CC1(C)N=C(SCC(=O)Nc2ccc(Cl)cc2)C(c2ccccc2)=N1
3: O=C(/C=C/c1ccc(OCc2ccccc2)c(OCc2ccccc2)c1)c1cccnc1
4: O=C(c1ccco1)N1CCN(Cc2nnc(-c3cccc(Cl)c3)o2)CC1
5: COCCN1CCn2c(nc3cc(Nc4nnc(C)c5ccccc45)ccc32)C1
6: Cc1ccc(C(=O)c2oc3ccccc3c2NC(=O)c2cc(-c3ccccc3)on2)cc1F
7: CCn1c(SCC(=O)Nc2nccs2)nnc1-c1ccc(C)cc1
8: Cc1ccc(Cc2c(C)nc3nc(SCC(=O)NCCCN4CCCCCC4)nn3c2C)cc1

Compound,1,2,3,4,5,6,7,8
TrxR1 substrate,-4.3%,-5.0%,-7.5%,-0.3%[57.1 µM],-3.7%,4.2%,-8.7%,-0.2%
Pin1 inh,2.6%,-7.0%,16.0%,-0.8%,?,-11.1%,1.4%,-0.1%
IDH1 R132H inh,7.9%,6.8%,4.5%,-7.4%,-3.2%,-2.6%,5.1%,0.0%
TrxR1 inh,?,13.7%,23.0%[57.1 µM],-12.1%[57.1 µM],16.2%,32.5%,-10.9%,?
USP1-UAF1 inh,-5.0%,-18.6%,-19.4%,2.0%,-11.5%,-13.2%,-18.9%,-13.2%
TRHR PAM,-6.2,9.9,3.8,-3.8,-0.4,0.8,-3.3,20.1
TRHR ag,-0.7,-0.6,-0.1,0.6,0.6,0.3,-0.3,-1.6
D2 antagonist,7.6,-1.3,11.9,.,-8.9,.,-3.2,-17.1
D2 ag,-2.3,-0.2,-1.1,.,2.0,.,1.0,0.2

9: CCC(C)c1ccccc1NC(=O)COC(=O)c1ccc2c(c1)S(=O)(=O)c1ccccc1C2=O (stereo not given)
10: CCOc1ccc(OCCn2c(=S)[nH]c3ccccc32)cc1
11: S=C(c1ccc(-c2ccccc2Cl)o1)N1CCOCC1
12: CCN(C[C@H]1N[C@@](CC)(C(=O)OC)[C@H]2C(=O)N(Cc3ccccc3)C(=O)[C@@H]12)C(=O)c1ccc(F)cc1
13: N#CCSc1nc2scc(-c3cccs3)c2c(=O)n1CCc1ccccc1
14: CCOC(=O)c1cc2c(=O)n3cccc(C)c3nc2n(CCCOC)c1=NC(=O)c1cccnc1
15: CCOc1ccc(-c2nc(C#N)c(NCC3CCCO3)o2)cc1 (stereo not given)
16: CCN(CC)C(=O)CN(c1ccc(Cl)cc1)S(=O)(=O)c1ccccc1

Compound,9,10,11,12,13,14,15,16
TrxR1 substrate,3.6%[57.1 µM],-11.0%,-14.3%,4.1%,-3.6%[57.1 µM],258.2%[activator],223.0%[activator],1.6%
Pin1 inh,-4.7%,?,7.6%,-1.1%,21.9%,-7.9%,-3.4%,3.6%
IDH1 R132H inh,12.9%,7.0%,5.4%,1.3%[38.3 µM],11.7%,-1.9%,-5.3%,3.6%
TrxR1 inh,0.6%[57.1 µM],-20.9%,-12.0%,9.1%,26.6%[57.1 µM],-29.7%,-21.8%,12.1%[57.1 µM]
USP1-UAF1 inh,0.1%,-1.2%,-14.0%,-30.1%,-17.0%,-17.6%,-8.2%,-4.9%
TRHR PAM,0.3,-1.4,0.9,.,-2.5,3.4,2.0,-0.9
TRHR ag,-0.1,-0.7,-1.8,.,0.4,-0.3,-0.5,-0.2
D2 antagonist,-2.3,-12.3,.,.,8.6,10.5,8.6,-13.9
D2 ag,7.2,-1.8,.,.,-0.1,0.6,0.1,0.0

3 entries out of the list above, ordered by the number in TrxR1 substrate, lowest first.
nr	Structure	TrxR1 substrate
3	O=C(/C=C/c1ccc(OCc2ccccc2)c(OCc2ccccc2)c1)c1cccnc1	-7.5%
1	Cc1c(Cl)c(-c2n[nH]c(=S)n2CC(C)C)nn1C	-4.3%
8	Cc1ccc(Cc2c(C)nc3nc(SCC(=O)NCCCN4CCCCCC4)nn3c2C)cc1	-0.2%

New compounds follow.
17: O=C1Nc2ccccc2C(=O)N2C[C@@H](O)C[C@H]12
18: Cn1cc(C(=O)Nc2ccc(Cl)cc2)c(C(F)(F)F)n1
19: CN=c1scc(-c2ccccc2F)n1/N=C/c1ccc[nH]1
20: COc1ccccc1CNC(=O)N1CCN(c2ccccc2C)CC1
21: O=C(c1ccc2c(c1)N(Cc1ccccc1Cl)C(=O)c1ccccc1S2)N1CCCC1
22: COC(=O)/C(=C\Nc1ccc(Cl)cc1Cl)NC(=O)c1ccc(Cl)cc1Cl
23: Cc1ccc(NC(=O)CSc2nnc(-c3cc4occc4n3C)n2-c2ccccc2C)c(Cl)c1
24: CS(=O)(=O)c1ccc(Cl)c(NC(=O)COC(=O)c2ccc(F)cc2Cl)c1

Compound,17,18,19,20,21,22,23,24
TrxR1 substrate,6.2%,-4.5%,-3.5%[57.1 µM],2.0%,-10.7%[57.1 µM],-8.4%,-4.3%,5.4%[57.1 µM]
Pin1 inh,-6.9%,0.5%,57.5%[activator],3.9%,5.0%,0.2%,16.7%,0.6%
IDH1 R132H inh,-5.6%,-5.3%,-5.3%,1.0%,?,0.5%,8.4%,13.5%
TrxR1 inh,15.0%,21.2%,2.8%[57.1 µM],12.7%,-2.5%[57.1 µM],-1.5%,9.9%,7.3%[57.1 µM]
USP1-UAF1 inh,-19.0%,-13.7%,-13.4%,-15.7%,-32.9%,-5.5%,-17.9%,-7.0%
TRHR PAM,-1.0,5.3,-4.8,4.2,3.5,4.3,1.7,9.9
TRHR ag,-0.5,0.1,0.8,-1.7,-1.4,0.1,0.8,0.5
D2 antagonist,-7.3,7.1,0.6,2.6,.,-0.5,.,1.1
D2 ag,-1.4,-0.9,-0.2,-2.6,.,-0.6,.,-0.1

25: Cc1cc(-c2ccccc2)nc(N2CCC(C(=O)NC(C)C)CC2)n1
26: Fc1ccc(C(c2nnnn2Cc2cccs2)N2CCN(C3CCCC3)CC2)cc1 (stereo not given)
27: CCN(C(=O)COC(=O)c1cc(S(=O)(=O)Nc2c(C)n(C)n(-c3ccccc3)c2=O)ccc1Cl)C1CCCCC1
28: O=S1(=O)C=C(SCc2ccccc2)Nc2ccccc21
29: CCc1ccc(-n2nc(C)c3c(C)cc(=O)n(CC(=O)Nc4ccc(OC)c(OC)c4)c32)cc1
30: Cn1cc(CN2CCN(c3ccc(Cl)cn3)CC2)c(-c2ccccc2F)n1
31: CCN(CC)CCCNC(=O)Cn1c(-c2cccs2)cc2cc(Cl)ccc21
32: OCCC1CN(Cc2ccccc2-c2ccco2)CCN1C1CCCC1 (stereo not given)

Compound,25,26,27,28,29,30,31,32
TrxR1 substrate,3.4%,8.6%,5.1%,-7.4%,1.2%[57.1 µM],-0.4%,34.9%[activator],-0.6%
Pin1 inh,-3.8%,-8.6%,9.0%,-3.8%,-4.6%,-2.1%,-4.1%,-5.2%
IDH1 R132H inh,10.6%,8.2%,-7.0%,-3.3%,-9.2%,-7.3%,11.0%,-3.4%
TrxR1 inh,16.8%,12.2%,15.6%,-3.7%[57.1 µM],15.2%[57.1 µM],6.1%,3.4%,3.4%
USP1-UAF1 inh,-2.5%,-5.0%,-15.1%,-1.5%,-12.4%,?,-15.6%,-11.9%
TRHR PAM,1.4,-1.1,-17.2,2.3,4.2,-1.7,-0.8,-11.2
TRHR ag,-1.3,0.1,0.5,0.1,0.2,-0.6,0.9,0.3
D2 antagonist,-12.9,-16.9,.,9.8,.,4.6,.,-23.6
D2 ag,-1.5,-0.2,.,-0.3,.,2.1,-0.3,-2.5

33: Cc1ccc(CN(CC(=O)NCCc2ccccc2)C(=O)CCCC(=O)Nc2cc(C)on2)cc1
34: Cc1ccc(C(c2nnnn2C(C)(C)C)N2CCC(C)CC2)cc1 (stereo not given)
35: COC(=O)[C@]1(Cc2ccccc2)N[C@H](c2ccc(-c3ccc(OC)cc3)cc2)[C@@H]2C(=O)N(C)C(=O)[C@@H]21
36: CCn1nc(C(=O)NNC(=O)c2ccccc2OCc2c(C)noc2C)c2ccccc2c1=O
37: NC(=O)COC(=O)/C=C/c1cccc(Br)c1
38: Cc1nnc(NC(=O)CSc2ccc(-c3ccco3)nn2)s1
39: COc1ccc(Nc2nc(-c3cccnc3)cs2)c(OC)c1
40: Cc1c(C(N)=O)c(-c2ccccc2)nn1-c1ccccc1
41: COc1ccc([C@H]2/C=C\CN(S(=O)(=O)c3ccc4ccccc4c3)[C@@H](C)C(=O)N2Cc2ccc(F)cc2)cc1

Compound,33,34,35,36,37,38,39,40,41
TrxR1 substrate,-2.0%,-3.7%,4.2%,-4.9%,2.5%[57.1 µM],9.6%,-6.5%,6.7%,8.1%[57.1 µM]
Pin1 inh,-1.0%,14.8%,-9.8%,-6.2%,-1.5%,?,-4.4%,1.8%,13.2%
IDH1 R132H inh,-1.7%,6.4%,-19.7%,-11.1%,26.8%,1.8%,15.5%,-0.8%,-3.0%
TrxR1 inh,1.8%,-5.8%,16.6%,13.1%,15.5%[57.1 µM],17.8µM*,18.5%[57.1 µM],-5.3%,18.3%[57.1 µM]
USP1-UAF1 inh,-16.9%,-18.6%,-19.6%,-12.4%,-5.6%,-4.8%,-17.0%,-2.2%,-20.0%
TRHR PAM,-5.8,2.0,-2.5,-2.7,-2.4,-0.7,-7.3,16.4,.
TRHR ag,-1.7,0.1,0.7,0.7,0.1,0.1,-0.7,0.1,.
D2 antagonist,5.0,13.7,-11.3,12.9,14.5,.,18.7,-0.1,.
D2 ag,-0.7,-0.6,1.0,0.7,-1.2,.,-1.2,0.3,.

Quoted from the listing.
TrxR1 substrate, `Cc1nnc(NC(=O)CSc2ccc(-c3ccco3)nn2)s1` → 9.6%
USP1-UAF1 inh, `Cc1ccc(CN(CC(=O)NCCc2ccccc2)C(=O)CCCC(=O)Nc2cc(C)on2)cc1` → -16.9%

Source: PubChem
